Bioassay records: PubChem BioAssay, Broad Institute
INS-1E ATP HTS – protection of INS-1E cells from cytokine death, primary screen, ATP luminescence, single point. hit rate 0.1% among 20,000. INS-1E cytokine-induced death, 48 h; normalised: neutral wells 0, positive control 100. protection from cytokine-induced ATP loss, % at 10 µM. AID 488910, 2010;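 active = mean replicate protection from cytokine-induced ATP loss at least 50% and at least 75% of replicates each reaching 50%; inconclusive = meets only one of the two criteria, mean or replicate share; inactive = fails both the mean and replicate share criteria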
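Material: INS-1E rat cells; Quantity: 8000 cells/well; Buffer or medium: phenol-red-free RPMI with 5% fetal bovine serum; Probe or stimulus: cytokine cocktail of IFN-γ, TNF-α and IL-1β; Compound dosing: single test concentration per compound, delivered by pin transfer; Incubation: 48 h co-treatment, 10 min post-lysis read; Signal: CellTiter-Glo luminescence.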
T cruzi HTS – inhibitors of intracellular Trypanosoma cruzi, primary screen, cell-based, plate reader, single point, set 2 | AID 651903, 2012 | hit rate 4.9% among 22,000 | activity score (inhibition), % at 5.01 µM | intracellular Trypanosoma cruzi in host cells; in the data active = activity score above about 55%; inconclusive = no clear call, values can overlap the other calls;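 note: parasites and compound incubated about four days before reading; 0% = median of neutral control wells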
Numbers without * were called inactive. Only part of the results is shown; the hit share may differ from the screen's.

C[C@@H]1CN([C@@H](C)CO)C(=O)c2cc(NC(=O)Nc3ccc(C(F)(F)F)cc3)ccc2O[C@H]1CN(C)S(=O)(=O)c1cn(C)cn1 was read as INS-1E ATP HTS -3.0 and T cruzi HTS -8.5.
`COc1ccc(NC(=O)Nc2ccc3c(c2)C(=O)N([C@@H](C)CO)C[C@@H](C)[C@H](CN(C)Cc2ccc(C(=O)O)cc2)O3)cc1` gave INS-1E ATP HTS 1.8 and T cruzi HTS 1.0.
For C[C@@H]1CN([C@@H](C)CO)C(=O)c2cc(NC(=O)CCC(F)(F)F)ccc2O[C@@H]1CN(C)C the results were INS-1E ATP HTS 3.1 and T cruzi HTS -14.2.
C[C@H]1CN([C@@H](C)CO)C(=O)Cc2cc(NS(C)(=O)=O)ccc2O[C@@H]1CN(C)Cc1ccccc1 was read as INS-1E ATP HTS 0.6 and T cruzi HTS 6.6.
For Cc1noc(C)c1NC(=O)N(C)C[C@@H]1Oc2ccc(NS(C)(=O)=O)cc2C(=O)N([C@H](C)CO)C[C@H]1C the results were INS-1E ATP HTS 1.8 and T cruzi HTS 2.7.
`COc1ccc(NC(=O)Nc2ccc3c(c2)C(=O)N([C@@H](C)CO)C[C@@H](C)[C@@H](CN(C)S(=O)(=O)c2ccccc2)O3)cc1` gave INS-1E ATP HTS -1.5 and T cruzi HTS 3.6.
`Cc1cccc(S(=O)(=O)N(C)C[C@@H]2OCc3cn(nn3)CCCC(=O)N([C@@H](C)CO)C[C@@H]2C)c1` gave T cruzi HTS -3.8.
Screening C[C@H]1CN([C@@H](C)CO)C(=O)c2cc(NC(=O)Nc3cccc4ccccc34)ccc2O[C@@H]1CN(C)Cc1ccc(C(F)(F)F)cc1 returned INS-1E ATP HTS -25.6 and T cruzi HTS 11.8.
C[C@H](CO)N1C[C@H](C)[C@H](CN(C)C(=O)Nc2ccc3c(c2)OCO3)Oc2c(NC(=O)Nc3ccccc3)cccc2C1=O was read as INS-1E ATP HTS -0.6 and T cruzi HTS 1.4.
For C[C@@H]1CN([C@@H](C)CO)C(=O)c2cccc(NC(=O)C3CCCCC3)c2O[C@@H]1CN(C)C(=O)Nc1ccccc1 the results were INS-1E ATP HTS -6.1 and T cruzi HTS 4.3.
Screening Cc1noc(C)c1NC(=O)Nc1ccc2c(c1)CC(=O)N([C@H](C)CO)C[C@@H](C)[C@@H](CN(C)C(=O)NC1CCCCC1)O2 returned INS-1E ATP HTS 14.1 and T cruzi HTS -12.5.
Screening Cc1noc(C)c1S(=O)(=O)Nc1ccc2c(c1)C(=O)N([C@H](C)CO)C[C@H](C)[C@@H](CN(C)Cc1ccncc1)OCCCC[C@@H](C)O2 returned INS-1E ATP HTS 1.8 and T cruzi HTS -3.4.
C[C@@H]1CN([C@H](C)CO)C(=O)Cc2cc(NC(=O)CCN3CCOCC3)ccc2O[C@@H]1CN(C)Cc1ccccc1 was read as INS-1E ATP HTS 1.8 and T cruzi HTS -18.8.
For COc1ccc(NC(=O)N(C)C[C@@H]2Oc3ccc(NC(=O)Nc4c(C)noc4C)cc3C(=O)N([C@@H](C)CO)C[C@H]2C)cc1 the results were INS-1E ATP HTS 3.6 and T cruzi HTS -18.0.
`C[C@@H]1CN([C@H](C)CO)C(=O)Cc2cc(NS(=O)(=O)c3ccc(Cl)cc3)ccc2O[C@@H]1CN(C)CC1CCCCC1` gave INS-1E ATP HTS -3.1 and T cruzi HTS 34.2.
Screening CC(C)NC(=O)N(C)C[C@H]1Oc2c(NC(=O)C3CCOCC3)cccc2C(=O)N([C@H](C)CO)C[C@H]1C returned INS-1E ATP HTS 12.5 and T cruzi HTS -7.7.
COc1ccc(CN(C)C[C@H]2Oc3ccc(NC(=O)CCC(F)(F)F)cc3CC(=O)N([C@H](C)CO)C[C@H]2C)cc1 was read as INS-1E ATP HTS -4.5 and T cruzi HTS 8.3.
For C[C@H]1CN([C@@H](C)CO)C(=O)Cc2cc(NC(=O)Cc3cn(C)c4ccccc34)ccc2O[C@H]1CN(C)Cc1ccc(C(=O)Nc2ccccc2N)cc1 the results were INS-1E ATP HTS 11.7 and T cruzi HTS 66.2*.
Screening C[C@H](CO)N1C[C@H](C)[C@H](CN(C)C(=O)Nc2ccc(F)cc2)Oc2ncc(C#CC(C)(C)O)cc2C1=O returned INS-1E ATP HTS 3.6 and T cruzi HTS 1.9.
Screening C[C@@H]1CN([C@@H](C)CO)C(=O)c2cc(NS(=O)(=O)c3ccc(Cl)cc3)ccc2O[C@@H]1CN(C)C(=O)NC1CCCCC1 returned INS-1E ATP HTS -7.4 and T cruzi HTS -7.4.
Screening C[C@@H]1CN([C@H](C)CO)C(=O)c2cccc(NC(=O)Nc3ccc(F)cc3)c2O[C@@H]1CN(C)Cc1ccc(C(F)(F)F)cc1 returned INS-1E ATP HTS -28.7 and T cruzi HTS -18.6.
`C[C@H](CO)N1C[C@H](C)[C@H](CN(C)C)Oc2ccc(NC(=O)Nc3ccccc3)cc2C1=O` gave INS-1E ATP HTS 3.3 and T cruzi HTS -17.6.
For C[C@@H]1CN([C@H](C)CO)C(=O)Cc2cc(NC(=O)Cc3ccccc3)ccc2O[C@@H]1CN(C)Cc1ccc(Oc2ccccc2)cc1 the results were INS-1E ATP HTS -36.4 and T cruzi HTS inconclusive.
Screening CNC[C@H]1Oc2c(NC(=O)c3ccc(-c4nccs4)cc3)cccc2C(=O)N([C@@H](C)CO)C[C@H]1C returned INS-1E ATP HTS -0.4 and T cruzi HTS -23.7.
For C[C@H](CO)N1C[C@H](C)[C@H](CN(C)S(=O)(=O)c2cn(C)cn2)Oc2ccc(NC(=O)C3CCCCC3)cc2CC1=O the results were INS-1E ATP HTS 7.8 and T cruzi HTS -25.6.
`C[C@H](CO)N1C[C@H](C)[C@H](CN(C)Cc2ccc(-c3ccccc3)cc2)Oc2ccc(NC(=O)Nc3cccc4ccccc34)cc2CC1=O` gave INS-1E ATP HTS -6.3.
C[C@@H]1CN([C@H](C)CO)C(=O)c2cccc(N(C)C)c2O[C@H]1CN(C)Cc1ccc2c(c1)OCO2 was read as INS-1E ATP HTS 3.8 and T cruzi HTS 10.1.
For C[C@@H]1CCCCO[C@H](CN(C)Cc2ccc(C(F)(F)F)cc2)[C@@H](C)CN([C@H](C)CO)C(=O)c2cc(NC(=O)C3CCCCC3)ccc2O1 the results were INS-1E ATP HTS -19.7 and T cruzi HTS 22.8.
For C[C@@H]1CN([C@H](C)CO)C(=O)c2cccc(NS(=O)(=O)c3ccc(F)cc3)c2O[C@@H]1CN(C)CC1CCCCC1 the results were INS-1E ATP HTS -3.6 and T cruzi HTS 1.4.
For C[C@@H]1CN([C@H](C)CO)C(=O)c2cc(NS(=O)(=O)c3ccccc3)ccc2O[C@H]1CN(C)Cc1ccccc1 the results were INS-1E ATP HTS 0.7 and T cruzi HTS 4.6.
For C[C@@H]1CN([C@@H](C)CO)C(=O)Cc2cc(NC(=O)c3ccncc3)ccc2O[C@@H]1CN(C)Cc1ccncc1 the results were INS-1E ATP HTS 4.9 and T cruzi HTS -6.8.
`C[C@@H]1CN([C@H](C)CO)C(=O)Cc2cc(NS(C)(=O)=O)ccc2O[C@H]1CN(C)Cc1ccccc1` gave INS-1E ATP HTS 7.7 and T cruzi HTS 3.0.
Screening C[C@H](CO)N1C[C@H](C)[C@H](CN(C)Cc2ccncc2)Oc2ccc(NC(=O)NC3CCCCC3)cc2C1=O returned INS-1E ATP HTS -10.7 and T cruzi HTS -3.6.
`C[C@H](CO)N1C[C@H](C)[C@@H](CN(C)S(C)(=O)=O)Oc2ccc(NS(=O)(=O)c3cccs3)cc2C1=O` gave INS-1E ATP HTS -0.5 and T cruzi HTS 1.1.
For C[C@@H]1CN([C@@H](C)CO)C(=O)Cc2cc(NS(=O)(=O)c3ccc(Cl)cc3)ccc2O[C@@H]1CN(C)CC1CCCCC1 the results were INS-1E ATP HTS -0.6 and T cruzi HTS 49.5.
For COc1ccc(NC(=O)Nc2ccc3c(c2)CC(=O)N([C@H](C)CO)C[C@H](C)[C@H](CN(C)C(=O)Nc2ccccc2)O3)cc1 the results were INS-1E ATP HTS 9.5 and T cruzi HTS -35.1.
`CC(C)NC(=O)N(C)C[C@@H]1Oc2ccc(NS(C)(=O)=O)cc2CC(=O)N([C@H](C)CO)C[C@@H]1C` gave INS-1E ATP HTS 9.3 and T cruzi HTS -14.0.
C[C@H]1CN([C@@H](C)CO)C(=O)CCCn2cc(nn2)CO[C@@H]1CN(C)C(=O)Nc1ccc2c(c1)OCCO2 was read as T cruzi HTS -16.1.
C[C@@H]1CN([C@H](C)CO)C(=O)c2cccc(NC(=O)Nc3ccc4c(c3)OCO4)c2O[C@@H]1CN(C)S(=O)(=O)c1ccc(F)cc1 was read as INS-1E ATP HTS 1.9 and T cruzi HTS 12.5.
`CNC[C@@H]1Oc2ccc(NC(=O)Cc3cn(C)c4ccccc34)cc2CC(=O)N([C@H](C)CO)C[C@@H]1C` gave INS-1E ATP HTS 6.3 and T cruzi HTS -26.8.

For convenience, part of the list above.
For C[C@H]1CN([C@@H](C)CO)C(=O)Cc2cc(NC(=O)Cc3cn(C)c4ccccc34)ccc2O[C@H]1CN(C)Cc1ccc(C(=O)Nc2ccccc2N)cc1 the results were INS-1E ATP HTS 11.7 and T cruzi HTS 66.2*.
Screening C[C@H](CO)N1C[C@H](C)[C@H](CN(C)C(=O)Nc2ccc(F)cc2)Oc2ncc(C#CC(C)(C)O)cc2C1=O returned INS-1E ATP HTS 3.6 and T cruzi HTS 1.9.
Screening C[C@@H]1CN([C@@H](C)CO)C(=O)c2cc(NS(=O)(=O)c3ccc(Cl)cc3)ccc2O[C@@H]1CN(C)C(=O)NC1CCCCC1 returned INS-1E ATP HTS -7.4 and T cruzi HTS -7.4.

Going on with the list:
`C[C@@H]1CN([C@H](C)CO)C(=O)Cc2cc(NS(=O)(=O)c3ccc(F)cc3)ccc2O[C@H]1CN(C)CC1CC1` gave INS-1E ATP HTS 4.4 and T cruzi HTS -6.9.
CNC[C@H]1Oc2ccc(N(C)C)cc2CC(=O)N([C@H](C)CO)C[C@H]1C was read as INS-1E ATP HTS -2.9 and T cruzi HTS -10.3.
Cc1noc(C)c1NC(=O)N(C)C[C@H]1Oc2c(NC(=O)Nc3ccccc3)cccc2C(=O)N([C@@H](C)CO)C[C@H]1C was read as INS-1E ATP HTS 8.6 and T cruzi HTS -7.0.
`COc1ccc(NC(=O)N(C)C[C@@H]2Oc3ccc(NC(=O)CCC(F)(F)F)cc3C(=O)N([C@H](C)CO)C[C@H]2C)cc1` gave INS-1E ATP HTS -2.3 and T cruzi HTS -12.9.
Screening COc1ccc(S(=O)(=O)Nc2ccc3c(c2)C(=O)N([C@H](C)CO)C[C@H](C)[C@H](CN(C)S(C)(=O)=O)O3)cc1 returned INS-1E ATP HTS 3.0 and T cruzi HTS -4.5.
Cc1cc(C(=O)Nc2cccc3c2O[C@@H](CN(C)C(=O)NC2CCCCC2)[C@@H](C)CN([C@@H](C)CO)C3=O)n(C)n1 was read as INS-1E ATP HTS 1.8 and T cruzi HTS -12.2.
Screening C[C@@H]1CN([C@H](C)CO)C(=O)c2cccc(NC(=O)C3CCOCC3)c2O[C@H]1CN(C)C(=O)Nc1ccc(C(F)(F)F)cc1 returned INS-1E ATP HTS 0.8 and T cruzi HTS -8.8.
For C[C@@H]1CN([C@H](C)CO)C(=O)c2cc(NS(=O)(=O)c3cccs3)ccc2O[C@@H]1CN(C)Cc1ccc(Oc2ccccc2)cc1 the results were INS-1E ATP HTS -15.1 and T cruzi HTS -12.2.
Screening C[C@H](CO)N1C[C@H](C)[C@H](CN(C)C(=O)Nc2ccccc2)Oc2c(NC(=O)NC3CCCCC3)cccc2C1=O returned INS-1E ATP HTS -3.3 and T cruzi HTS 9.6.
For Cc1noc(C)c1NC(=O)Nc1ccc2c(c1)CC(=O)N([C@H](C)CO)C[C@@H](C)[C@H](CN(C)CC1CC1)O2 the results were INS-1E ATP HTS 7.2 and T cruzi HTS -29.5.
Screening C[C@H]1CN([C@@H](C)CO)C(=O)c2cccc(NC(=O)Nc3cccc4ccccc34)c2O[C@@H]1CN(C)C(=O)Nc1cccc2ccccc12 returned INS-1E ATP HTS -19.2 and T cruzi HTS 28.4.
Screening COc1ccc(CN(C)C[C@@H]2Oc3c(NC(=O)Nc4ccc(C(F)(F)F)cc4)cccc3C(=O)N([C@@H](C)CO)C[C@@H]2C)cc1 returned INS-1E ATP HTS -5.2 and T cruzi HTS 20.4.
Screening Cc1noc(C)c1S(=O)(=O)Nc1ccc2c(c1)C(=O)N([C@@H](C)CO)C[C@@H](C)[C@@H](CN(C)C(=O)Nc1cccc3ccccc13)O2 returned INS-1E ATP HTS 9.1 and T cruzi HTS -6.2.
`C[C@@H]1CN([C@H](C)CO)C(=O)c2cccc(NC(=O)C3CCOCC3)c2O[C@H]1CN(C)C(=O)NC1CCCCC1` gave INS-1E ATP HTS 6.1 and T cruzi HTS -0.9.
C[C@H]1CN([C@@H](C)CO)C(=O)Cc2cc(N(C)C)ccc2O[C@@H]1CN(C)S(C)(=O)=O was read as INS-1E ATP HTS -3.0 and T cruzi HTS -1.3.
C[C@@H]1CN([C@@H](C)CO)C(=O)c2cc(NC(=O)NC3CCCCC3)ccc2O[C@H]1CN(C)S(=O)(=O)c1ccc(Cl)cc1 was read as INS-1E ATP HTS -12.0 and T cruzi HTS -5.1.
`C[C@@H]1CN([C@H](C)CO)C(=O)CCCn2cc(nn2)CO[C@H]1CN(C)S(=O)(=O)c1ccc(Cl)cc1` gave T cruzi HTS -1.3.
